# Assay outcomes: PubChem BioAssay, National Center for Advancing Translational Sciences (NCATS)
# RORgamma inh: blocks mouse ROR gamma transcriptional activity. P51450. Drosophila S2 Gal4-RORgamma UAS-luciferase reporter, 20 h. Potency, µM (top dose mostly 53.6 µM), for the others: at the highest dose activity change, negative = inhibition, most hits filed as inhibitors. 310,000 compounds, 5.4% hits. AID 2551; note: potency is the fitted concentration of half-maximal effect; % is set by controls: 0 for no effect and ±100 for the full control effect; nearly all actives have a fitted effect of over 60% in size
#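 Stably transfected Drosophila Schneider cells are the test system, with ROR gamma fused to Gal4 and luciferase under UAS control; luminescence is read after 20 hr of 700 uM copper sulfate induction at ambient temperature.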
# Menin-MLL TR inh: displaces Texas Red mutant MLL peptide from human menin; O00255; Menin + Texas Red MLL mutant peptide, fluorescence polarization; Potency, µM (doses to about 61.6 µM), for the others: at the highest dose FP activity change, negative = inhibition, actives largely listed as inhibitors; 270,000 compounds, 0.23% hits; AID 1768; active = well fitted inhibition curve with a large enough effect in the polarisation, with a control signal flat, not every such curve was filed as active; inconclusive = small, poorly fitted or top-dose-only effect, or effect the other way, or a change in a side signal; inactive = no such curve, though single readings can be large or run the other way; the % refers to the polarisation; note: potency is the fitted concentration of half-maximal effect; % of control where 0% means no effect; many of its hits are not listed in these tables
# Giardia killer: Giardia lamblia killing. Giardia lamblia trophozoite viability. activity change, % at 7.66 µM, hits read low. 340,000 compounds, 0.15% hits. AID 540267; in the data active = activity change below about -80%; inconclusive = between about -30% and that limit;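 note: parasites exposed to compound for two days anaerobically before the ATP read; % is set by controls: 0 for no effect and ±100 for the full control effect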
#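 Giardia lamblia trophozoites (100 cells/well) were incubated with compounds for 48 h at 37 deg C under anaerobic conditions. Viability was read as ATP content by one-step luminescence after 15-30 min at room temperature.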
# Rab9 prom act: activators of Rab9 promoter | 320,000 compounds, 2.8% hits | AID 485297 | Potency, µM (top dose mostly 9.22 µM), inactives show top-dose activation, negative = inhibition, usual class: activators | Huh7 Rab9 promoter-luciferase reporter, luminescence, 24 h; note: potency is the fitted concentration of half-maximal effect; % of control where 0% means no effect; nearly all actives have a fitted effect of over 60% in size
#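 Promoter activation is measured as luciferase luminescence in Huh7 cells stably transfected with a Rab9 promoter–luciferase construct, following 24 h compound exposure at 37 °C and 10 min reagent incubation at ambient temperature.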
# BRCA1 expr act: BRCA1 expression activation | 380,000 compounds, 1.1% hits | AID 624202 | Potency, µM (series often up to 46.1 µM), inactives show top-dose activation, actives largely listed as activators | MCF7-BRCA1-FFLuc reporter, luminescence, 48 h; response scale: scaled: vehicle 0%, 10 µM genistein 100%; note: potency is the fitted concentration of half-maximal effect; nearly all actives have a fitted effect of over 80% in size; some results filed as inactive show a strong effect at the top dose
#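 Quantitative HTS in MCF7 cells stably reporting BRCA1 expression via firefly luciferase. Compound treatment lasts 48 h at 37 °C in phenol-red free MEM. Activation is expressed relative to genistein at 10 microM and DMSO.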
# PKM2 activator: increases activity of human pyruvate kinase M2; P14618; purified PKM2, Kinase-Glo ATP luminescence, activation; response scale: 0% is enzyme alone, no compound; Potency, µM (doses to about 57.5 µM), for the others: at the highest dose activation, most hits filed as activators; 260,000 compounds, 0.34% hits; note: potency is the fitted concentration of half-maximal effect; % is set by controls: 0 for no effect and ±100 for the full control effect; nearly all actives have a fitted effect of over 55% in size
# Target sequence (P14618 whole entry, looked up): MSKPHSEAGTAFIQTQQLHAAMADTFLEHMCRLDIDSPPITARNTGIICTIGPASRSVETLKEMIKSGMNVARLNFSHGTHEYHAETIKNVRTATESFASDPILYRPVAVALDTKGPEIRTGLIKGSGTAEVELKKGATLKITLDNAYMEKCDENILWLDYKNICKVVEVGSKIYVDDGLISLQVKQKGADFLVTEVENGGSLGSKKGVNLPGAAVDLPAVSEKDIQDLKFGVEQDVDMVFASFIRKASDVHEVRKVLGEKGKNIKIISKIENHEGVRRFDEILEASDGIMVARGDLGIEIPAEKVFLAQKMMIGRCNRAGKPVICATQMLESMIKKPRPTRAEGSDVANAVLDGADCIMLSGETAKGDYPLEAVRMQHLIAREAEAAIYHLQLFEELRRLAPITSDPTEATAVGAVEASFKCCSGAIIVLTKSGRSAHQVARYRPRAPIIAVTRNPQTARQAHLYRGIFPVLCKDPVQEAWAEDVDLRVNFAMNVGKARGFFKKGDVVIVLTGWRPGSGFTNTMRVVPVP
#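 hPK-M2, >95% pure; 0.1 mM ADP / 0.5 mM PEP final; imidazole pH7.2 buffer w/ 7 mM MgCl2, 50 mM KCl; 1 h RT; Kinase-Glo lum. Intermediate enzyme activity for dual inhibitor/activator qHTS.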
# p53 reactivator: mutant p53 re-activation in reporter cells; H1299 p53-A138V BP100-luciferase reporter, luminescence, 24 h; Potency, µM (series often up to 92.2 µM), for the others: at the top dose activity change, positive = activation, actives largely listed as activators; 320,000 compounds, 0.063% hits; AID 504706; note: potency is the fitted concentration of half-maximal effect; % of control where 0% means no effect; nearly all actives have a fitted effect of over 45% in size
#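 p53-null H1299 cells stably carrying temperature-sensitive p53-A138V and a BP100-luciferase reporter were pinned with compounds (4-point, 1:5 series) and held 24 hrs at 37 deg C. Luminescence was read 10 min after detection reagent.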
# NPC1 prom act: activators of NPC1 promoter. Huh7 NPC1 promoter luciferase reporter, 24 h. Potency, µM (highest dose often 9.22 µM), inactives show top-dose activation, hits mostly activators. 320,000 compounds, 2.4% hits;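 note: potency is the fitted concentration of half-maximal effect; % of control where 0% means no effect; nearly all actives have a fitted effect of over 60% in size; reporter is driven by a mutant NPC1 promoter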
#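 In 1536-well qHTS, Huh7 cells harboring an NPC1 promoter–luciferase construct received compound for 24 h; activation was quantified by luminescence following luciferase reagent addition.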
# ELG1 genotoxic: induces genotoxicity in HEK293T cells with luciferase-tagged ELG1. 330,000 compounds, 1.3% hits. Potency, µM (top dose mostly 46 µM), without a hit: top-dose activity change, positive = activation, hits mostly activators. HEK293T ELG1-luciferase reporter, luminescence, 16 h; note: potency is the fitted concentration of half-maximal effect; % of control where 0% means no effect; nearly all actives have a fitted effect of over 60% in size
#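 DMSO vehicle served as control against compound-treated ELG1-luciferase HEK293T cells; exposure lasted 16 hr at 37 °C and 5% CO2, followed by ONE-Glo luminescence detection after 30 min.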
# FLuc counter: counter-screen for miR-21 project: firefly luciferase inhibitors or activators; P08659; purified FLuc, Km substrates, luminescence inhibition; 360,000 compounds, 6.9% hits; Potency, µM (doses to about 57.5 µM), for the others: at the highest dose activity change, negative = inhibition, usual class: inhibitors; AID 588342;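 note: potency is the fitted concentration of half-maximal effect; plate controls were vehicle for no effect and reference inhibitor for full effect; nearly all actives have a fitted effect of over 55% in size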
# Target sequence (P08659 whole entry, looked up): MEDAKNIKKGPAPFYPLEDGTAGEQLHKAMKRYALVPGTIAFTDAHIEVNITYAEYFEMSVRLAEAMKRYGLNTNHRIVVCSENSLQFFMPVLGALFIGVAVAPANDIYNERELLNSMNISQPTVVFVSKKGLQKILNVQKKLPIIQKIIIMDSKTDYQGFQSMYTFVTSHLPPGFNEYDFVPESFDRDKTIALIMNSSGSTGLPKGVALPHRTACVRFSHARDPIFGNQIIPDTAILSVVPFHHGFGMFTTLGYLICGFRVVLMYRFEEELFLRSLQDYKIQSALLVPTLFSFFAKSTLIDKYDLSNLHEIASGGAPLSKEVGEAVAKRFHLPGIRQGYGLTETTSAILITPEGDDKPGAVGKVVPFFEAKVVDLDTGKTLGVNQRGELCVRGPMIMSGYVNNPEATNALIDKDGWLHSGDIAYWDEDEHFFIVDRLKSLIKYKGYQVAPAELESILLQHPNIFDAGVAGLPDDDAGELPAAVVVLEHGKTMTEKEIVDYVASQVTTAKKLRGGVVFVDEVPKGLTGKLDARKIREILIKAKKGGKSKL
#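 Purified P. pyralis luciferase, 10 nM final, with Km-level 10 uM D-luciferin and 10 uM ATP in 50 mM Tris acetate pH 7.5, 10 mM Mg acetate, 0.01% Tween-20, 0.05% BSA; 6-point qHTS titration about 60 µM downward; luminescence read.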
# VP16 counter: Gal4-VP16 reporter inhibition counter-screen; AID 2546; 310,000 compounds, 3.5% hits; Drosophila S2 Gal4-VP16 UAS-luciferase, luminescence, 20 h; Potency, µM (titrated, usually from 53.6 µM), without a hit: at the highest dose activity, negative = inhibition, actives largely listed as inhibitors;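 note: Gal4-VP16 expression switched on by copper sulfate through the metallothionein promoter; potency is the fitted concentration of half-maximal effect; % is set by controls: 0 for no effect and ±100 for the full control effect; nearly all actives have a fitted effect of over 50% in size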
# Numbers without * were called inactive; ? = inconclusive; nt = not tested or not shown; [ ] = another dose, or the depositor's remark. Unless noted, calls come from the whole dose curve; as a rule, active = well fitted curve in the direction sought with a large enough effect; inconclusive = small, poorly fitted or top-dose-only effect, or another doubt; inactive = no such curve, though single readings can be large; an effect the other way counts as inactive or inconclusive. Only part of the results is shown. The share of hits here may be higher or lower than overall.
SMILES,RORgamma inh,Menin-MLL TR inh,Giardia killer,Rab9 prom act,BRCA1 expr act,PKM2 activator,p53 reactivator,NPC1 prom act,ELG1 genotoxic,FLuc counter,VP16 counter
CCSc1nnc(-c2ccc(S(=O)(=O)N3CCCC3)cc2)n1C,38%,11%,-9,1%,9%,-12%,-4%,-1%,0%,-1%,-5%
Cc1ccc(C)c(-c2nnc(NC(=O)c3ccc([N+](=O)[O-])o3)o2)c1,nt,nt,-85*,-10%,-84%,nt,?,-8%,-39%[inhibitor],-5%,nt
O=C(c1ccc(F)cc1)N1CCCCC(Sc2nnnn2-c2ccccc2)C1=O (centres undefined),38%,nt,25,1%,1%,-2%,0%,1%,0%,2%,1%
NC(N)=NS(=O)(=O)c1ccc(NC(=S)NC(=O)/C=C/c2cccs2)cc1,13%,7%,33[activator],-6%,2%,0%,-4%,0%,11%,-3%,-3%
CCOC(=O)c1ccc(NC(=O)c2nc(S(=O)(=O)Cc3ccccc3)ncc2Cl)cc1,7.9µM*,nt,1,-6%,-48%,nt,-19%,-16%,5%,?,4.5µM*
O=C(COC(=O)/C=C/c1ccc([N+](=O)[O-])cc1)NCc1ccccc1,36%,-6%,0,-4%,-11%,3%,0%,-6%,2%,-1%,5%
CC1=NN(C(N)=S)C(=O)C1N=Nc1ccccc1C (centres undefined),0.1µM*,?,-17,4%,60%,5%,16%,13%,1%,21µM*,0.045µM*
C=CCOc1ccc(CNc2ccc(NC(=O)CC(C)C)cc2)cc1OC,?,8%,30,3%,3%,6%,-5%,-1%,-1%,3%,-13%
O=C1CN(C(=O)COC(=O)c2ccc(Cl)cc2)c2ccccc2N1,nt,nt,-20,2%,-3%,nt,-7%,0%,1%,4%,nt
CN(C)C1=NC[C@H](Cc2ccccc2)N1CCc1cccc(F)c1,nt,nt,5,-4%,0%,nt,-9%,-7%,-4%,0%,nt
CCOC(=O)CCC(NC(=O)CCCC(=O)NC(CCC(=O)OCC)C(=O)OCC)C(=O)OCC (centres undefined),-23%,1%,6,-3%,-23%,0%,?,-1%,3%,7%,-7%
Clc1cccc(N2CCN(c3nnnn3-c3ccccc3)CC2)c1,17%,-6%,25,-1%,-13%,nt,-8%,-4%,1%,-1%,-8%
CCN(CC)CCn1c2c(c(SCC(=O)Nc3cc(C)ccc3C)nc1=O)CCC2,nt,nt,-21,-4%,-25%,nt,7%,-2%,-6%,7%,nt
CCOc1cc2[nH]c(=O)n(CCCN3CCN(c4ccc(OC)cc4)CC3)c(=O)c2cc1OCC,2%,-13%,-1,1%,-24%,-7%,3%,-4%,-11%,?,1%
COc1ccc(CNC(=O)c2[nH]c(C)c(C(C)=O)c2C)cc1,14%,?,7,3%,-41%,nt,6%,-2%,4%,3%,-8%
CSc1ccccc1NC(=O)c1ccco1,-21%,-1%,5,-11%,2%,-19%,5%,2%,-2%,-5%,5%
O=C(c1ccc(F)cc1F)N1CCCC(c2nc(-c3cccs3)no2)C1 (centres undefined),47%,-14%,27,2%,3%,-3%,13%,1%,-5%,-4%,4%
Cn1c(=NC(=O)C2CCCCC2)sc2cc([N+](=O)[O-])ccc21,27%,-6%,18,?,18%,1%,1%,19%,13%,-6%,-5%
Cc1ccc(Oc2ncccc2C(=O)NC2CCSC2=O)cc1 (centres undefined),7%,-10%,-19,-23%,17%,-2%,-4%,0%,0%,0%,-24%
COCCCNc1ncnc2nc[nH]c12,?,-8%,-15,-4%,1%,1%,2%,-4%,-6%,-1%,-7%
COc1ccc(OC)c(CCNC(=O)Cn2ccc3cc(S(=O)(=O)N4CCCC4)ccc32)c1,22%,-14%,-27,-4%,-33%,1%,5%,1%,-6%,2%,-7%
O=C(Nc1nnc(-c2ccco2)o1)C1CC1,10µM*,-12%,36[activator],-1%,-16%,-22%,-3%,1%,0%,-1%,?
NC1=NC(=O)C(Cc2ccccc2)S1 (centres undefined),7%,14%,14,12%,1%,0%,-1%,-4%,3%,1%,1%
Cn1c(=O)[nH]c(=O)c2c1nc(CN1CCOCC1)n2CCCO,6%,26%,1,4%,3%,2%,4%,-3%,0%,0%,1%
Cc1ccc(C(=O)NNC(=O)CCC(=O)NCc2ccccc2)cc1Br,-21%,nt,46[activator],0%,-1%,nt,4%,0%,0%,-2%,-7%
COC(=O)c1cc(NC(=O)c2ccccc2)c(=O)oc1C,-2%,-6%,8,14%,2%,-13%,5%,-11%,7%,-7%,20%
O=C(CN(c1ccc(Cl)cc1)S(=O)(=O)c1ccc(Cl)c([N+](=O)[O-])c1)NCCc1ccc(F)cc1,7.9µM*,13%,4,-24%,-65%,9%,-6%,-22%,3%,2%,7.1µM*
CC(C)Nc1ncnc2c1cnn2Cc1ccccc1Cl,?,3%,4,-1%,5%,nt,-8%,-5%,-6%,1%,?
CSc1ccc(S(=O)(=O)NCCSc2ccccn2)cc1,11%,0%,-18,-4%,-2%,9%,4%,0%,1%,?,3%
COc1ccc(C2CCCN2C(=S)Nc2cccc(C)c2C)cc1OC (centres undefined),?,2%,5,3%,-28%,7%,-1%,-10%,-8%,-4%,?
Cn1c(SCc2nc3ccccc3s2)nnc1-c1ccc2c(c1)OCO2,38%,-7%,4,3%,?,-3%,15%,-2%,4%,-2%,17%
CC(=O)Nc1ccc(NC(=O)C2C3CCC(C3)C2C(=O)O)cc1 (centres undefined),17%,17%,8,-2%,1%,nt,-1%,-6%,-2%,-4%,-5%
CCOC(=O)c1cc(NC(=O)N(C)C2CCCCC2)c(C)nc1C,22%,-24%,10,0%,-18%,nt,-3%,1%,0%,2%,2%
CCN(CC)S(=O)(=O)c1ccc(OC)c(NC(=S)Nc2cc(C)ccc2C)c1,-9%[10 µM],5%,nt,-4%,nt,2%,3%,-1%,-4%,0%,?
Cc1ccc2nc(-c3ccc(Br)o3)oc(=O)c2c1,22%,67%[activator],-1,-2%,-1%,7%,0%,-2%,11%,2.4µM*,18%
CCOC(=O)Cn1c(N)c(C(=O)OC)sc1=S,-6%,2%,-6,-1%,1%,23%,0%,-1%,1%,1%,-12%
COc1cc(NC(=O)CN2CCN(c3ccccn3)CC2)cc(OC)c1OC,12%,5%,8,-3%,-13%,-2%,-5%,3%,-6%,-3%,0%
Cc1ccc2nc(N3CCN(S(=O)(=O)c4ccc(C)c(Cl)c4)CC3)c(C#N)cc2c1,-8%,-15%,-2,-3%,-64%,0%,3%,-1%,-9%,6%,-4%
Cc1cc(C)nc(N2CCN(C(=O)CCC(=O)Nc3nnc(CC(C)C)s3)CC2)n1,42%,nt,-20,1%,-1%,-1%,-1%,0%,-1%,6%,4%
COc1ccc(Cl)c(Cn2c(NCCCN(C)C)nc3c2c(=O)n(C)c(=O)n3C)c1,2%,0%,-8,2%,-5%,-4%,4%,1%,3%,-12%[2.3 µM],1%
Cc1ccc(OCC(=O)N(C)Cc2ccccc2)c([N+](=O)[O-])n1,-22%,-4%,4,1%,2%,-7%,-18%,0%,7%,6%,1%
O=C(NNc1ccccn1)c1ccc(Cl)nc1,13µM*,8%,?,-7%,1%,1%,0%,-2%,0%,2%,-22%
O=C(CCSc1ccccc1)Nc1ccccc1Br,4%,4%,-14,?,5%,16%,0%,16%,?,?,2%
O=C(CNC(=O)c1ccccc1)OCc1cccc(Br)c1,2%,6%,11,-1%,6%,0%,-1%,-1%,1%,?,-7%
S=c1[nH]ncn1-c1ccccn1,?,0%,4,0%,35%,-7%,?,-1%,7%,3%,-3%
COc1cc([N+](=O)[O-])cc(/C=N/N(CCC#N)C(C)=O)c1O,-26%,2%,-6,1%,-57%,-2%,-4%,-7%,-2%,?,1%
O=C1C=C(Nc2ccc(Cl)cc2Cl)CC(c2ccco2)C1 (centres undefined),14%,-3%,13,-5%,0%,14%,3%,-36%[inhibitor],6%,?,-8%
O=C(COc1ccc2ccccc2c1CN1CCOCC1)N1CCc2ccccc21,7%,-17%,22,-12%,-77%,-8%,0%,-8%,-10%,0%,8%
CCOC(=O)c1c(C)[nH]c(C(=O)OCC(=O)N2CC(C)OC(C)C2)c1C (centres undefined),-2%,-28%,0,-2%,-12%,-4%,0%,1%,-3%,0%,8%
CS(=O)(=O)N1CCC(C(=O)Nc2cccc(Br)c2)CC1,-7%,17%,?,0%,10%,1%[11.5 µM],4%,1%,-4%,2%,3%
